Assay outcomes from PubChem.
PLCg1 inh – PLC-gamma1 enzyme inhibitors, primary screen, biochemical, fluorescence, purified enzyme. AID 720700, 2013. fluorogenic substrate. 1-phosphatidylinositol 4,5-bisphosphate phosphodiesterase gamma-1 (Homo sapiens), P19174. inhibition, % at 12.2 µM. 370,000 compounds, 0.84% hits; in the data active = inhibition above about 9.5%
Target sequence (P19174 whole entry, looked up): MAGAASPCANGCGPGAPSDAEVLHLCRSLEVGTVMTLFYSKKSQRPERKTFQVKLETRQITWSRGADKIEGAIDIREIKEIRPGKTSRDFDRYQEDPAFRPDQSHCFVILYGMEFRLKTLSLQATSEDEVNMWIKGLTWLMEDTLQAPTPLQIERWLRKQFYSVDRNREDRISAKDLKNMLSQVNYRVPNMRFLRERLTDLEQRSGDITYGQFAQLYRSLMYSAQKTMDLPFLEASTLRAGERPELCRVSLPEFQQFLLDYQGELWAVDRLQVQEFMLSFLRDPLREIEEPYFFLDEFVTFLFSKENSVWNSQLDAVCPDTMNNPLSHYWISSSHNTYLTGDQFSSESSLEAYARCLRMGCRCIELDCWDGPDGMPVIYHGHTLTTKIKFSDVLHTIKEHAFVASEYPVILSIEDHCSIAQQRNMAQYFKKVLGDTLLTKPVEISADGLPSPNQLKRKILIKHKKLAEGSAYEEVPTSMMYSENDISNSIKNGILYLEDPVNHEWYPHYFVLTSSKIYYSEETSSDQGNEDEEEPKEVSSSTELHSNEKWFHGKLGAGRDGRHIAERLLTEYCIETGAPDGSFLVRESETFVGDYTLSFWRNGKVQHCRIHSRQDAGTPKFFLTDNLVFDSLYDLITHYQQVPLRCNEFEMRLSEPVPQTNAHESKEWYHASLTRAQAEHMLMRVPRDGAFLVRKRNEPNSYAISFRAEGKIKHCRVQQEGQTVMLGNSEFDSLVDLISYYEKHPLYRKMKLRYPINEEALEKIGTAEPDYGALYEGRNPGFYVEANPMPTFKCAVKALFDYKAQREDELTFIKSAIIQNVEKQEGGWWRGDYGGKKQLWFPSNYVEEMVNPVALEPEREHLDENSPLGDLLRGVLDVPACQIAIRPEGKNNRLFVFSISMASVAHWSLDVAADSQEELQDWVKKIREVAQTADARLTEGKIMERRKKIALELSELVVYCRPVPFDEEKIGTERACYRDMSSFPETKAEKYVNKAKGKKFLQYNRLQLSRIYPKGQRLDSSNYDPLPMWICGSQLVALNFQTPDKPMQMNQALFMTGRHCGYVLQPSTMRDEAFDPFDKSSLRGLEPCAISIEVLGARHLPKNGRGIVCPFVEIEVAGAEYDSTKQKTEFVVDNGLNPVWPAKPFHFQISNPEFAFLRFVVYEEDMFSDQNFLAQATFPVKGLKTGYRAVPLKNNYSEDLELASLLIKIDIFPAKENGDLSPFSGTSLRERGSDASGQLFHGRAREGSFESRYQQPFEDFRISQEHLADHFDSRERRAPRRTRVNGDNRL
Tn7 DDE FP – inhibitors of Tn7 peptide binding to fibrin DD(E), primary screen, biochemical, fluorescence polarization, human fibrin, Tn7 probe. Fibrinogen beta chain (Homo sapiens), P02675. FP displacement of FITC-Tn7 peptide from fibrin DD(E); 0% = median of compound wells per plate. inhibition, % at 8.3 µM. 370,000 compounds, 0.13% hits;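 active = inhibition above the mean of compounds falling within the control limits plus 3 SD of them, cut at about 14% in these data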;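 note: 0% = plate median of compound wells and 100% = 10 µM Aha-Tn7 peptide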
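Assay system: human fibrin DD(E). Input: DD(E) 2 µM final. Medium: Tris buffer with calcium and detergent, pH 7.8. Compound dosing: single point at 8.3 µM. Timing: 10 min plus 3 h, room temperature. Technique: fluorescence polarization of the labelled Tn7 tracer. Read-out: percent inhibition. Replicates: singlicate testing.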
ASAP1 GAP inh – inhibitors of human ASAP1 ArfGAP activity, primary screen, biochemical, fluorescence polarization; 360,000 compounds, 0.19% hits; inhibition, % at 16.5 µM; ASAP1-stimulated ARF1 GTP hydrolysis, GDP FP detection; in the data active = inhibition above about 25%;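 note: 0% = vehicle with enzyme and substrate and 100% = no enzyme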
ADAM10 inh – human ADAM10 inhibitors, primary screen, biochemical, QFRET, HTS. Disintegrin and metalloproteinase domain-containing protein 10 (Homo sapiens), O14672. recombinant ADAM10, EDANS/DABCYL FRET peptide cleavage, 3 h. inhibition, % at 7 µM. 370,000 compounds, 0.62% hits. AID 720582, 2013;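 active = inhibition above a per-campaign cutoff equal to the mean of compounds falling between control-based bounds plus 3 SD, cut at about 20% in these data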;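 note: 0% = DMSO wells while the 100% control is not disclosed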
SIAE inh – human SIAE inhibitors, primary screen, biochemical, fluorescence polarization, FP-Rh probe, 1536-well HTS; SIAE FP-Rh probe binding; inhibition, % at 9.66 µM; 370,000 compounds, 0.69% hits; AID 1053197, 2014;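 active = inhibition above a cutoff: mean of compounds within the control limits plus 3 SD of those, cut at about 17% in these data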;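 note: 0% = plate median of compound wells and 100% = probe without SIAE protein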
Tn6 DDE FP – inhibitors of Tn6 peptide binding to fibrin DD(E), primary screen, biochemical, fluorescence polarization, human fibrin, Tn6 probe | inhibition, % at 8.3 µM | 370,000 compounds, 0.21% hits | Fibrinogen beta chain (Homo sapiens), P02675 | Fibrin DD(E) TRITC-Tn6 fluorescence polarization displacement;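 active = inhibition above a per-campaign cutoff: mean of compounds within control limits plus 3 SD, cut at about 15% in these data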;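 note: 0% = median of all compound wells on the plate and 100% = blocking peptide control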
ADAM17 inh – ADAM17 inhibitors, primary screen, biochemical, QFRET; Disintegrin and metalloproteinase domain-containing protein 17 (Homo sapiens), P78536; recombinant ADAM17, EDANS/DABCYL FRET peptide cleavage; inhibition, % at 6.95 µM; 370,000 compounds, 0.83% hits;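 active = inhibition above the mean of compounds lying between control limits plus 3 SD, set per campaign, cut at about 8.5% in these data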;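 note: 0% = DMSO-only wells as the low control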
PLC-beta3 inh – human PLC-beta3 inhibitors, primary screen, biochemical, fluorescence | Purified PLC-beta3, fluorogenic substrate | AID 720704, 2013 | 370,000 compounds, 0.18% hits | inhibition, % at 12.2 µM; in the data active = inhibition above about 11%;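 note: 0% = median of compound wells on plate and 100% = full blocker control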
ARFGAP1 inhibitor – inhibitors of rat ARFGAP1 GAP activity, primary screen, biochemical, fluorescence polarization, GDP tracer; Arfgap1-stimulated ARF1 GTP hydrolysis, GDP FP detection; AID 651572, 2012; ADP-ribosylation factor GTPase-activating protein 1 (Rattus norvegicus), Q62848; 360,000 compounds, 0.26% hits; inhibition, % at 16.5 µM;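 active = inhibition above a per-plate limit, mean inhibition of low control wells plus 3 SD, cut at about 25% in these data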;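 note: 0% = DMSO wells with enzyme and 100% = wells lacking Arfgap1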
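System: truncated rat Arfgap1 GAP domain / Benchmarks: high control wells lacking Arfgap1, low control full reaction with DMSO / Times: compound-enzyme preincubation 20 min, reaction 120 min, detection 60 min, 25 °C / Repeats: one replicate per compound / Also added: human ARF1(Δ1-17)-GTP substrate / Measured by: Tracer-displacement fluorescence polarization with EDTA stop, 620/688 nm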
TDP2 inh – human TDP2 enzyme inhibitors, primary screen, biochemical, epi absorbance, recombinant enzyme | Tyrosyl-DNA phosphodiesterase 2 (Homo sapiens), O95551 | 370,000 compounds, 0.34% hits | AID 720702, 2013 | T5PNP hydrolysis, p-nitrophenol absorbance 415 nm | inhibition, % at 12.8 µM;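 active = inhibition above the mean of all tested compounds plus 3 SD, set per campaign, cut at about 25% in these data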;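 note: 0% = DMSO with enzyme and 100% = buffer with substrate but no TDP2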
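Test system: human TDP2 enzyme; Input: 120 nM TDP2 per well; Buffer or medium: Mg2+-containing Tris-HCl buffer, pH 7.5; Reagent: 5 mM T5PNP; Dosing: 12.8 µM single point, 1% DMSO; Incubation: reaction 2 h, 37 °C; Detection: p-Nitrophenol epi absorbance; Read-out: % inhibition relative to enzyme-containing and enzyme-free wells; Replicates: single well per compound.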
Numbers without * were called inactive; i = inactive.

SMILES	PLCg1 inh	Tn7 DDE FP	ASAP1 GAP inh	ADAM10 inh	SIAE inh	Tn6 DDE FP	ADAM17 inh	PLC-beta3 inh	ARFGAP1 inhibitor	TDP2 inh
COC(=O)c1ccc(NC(=O)N2CCC(O)(c3cccnc3)CC2)cc1	-1	4	-2	-4	-29	10	-3	-1	8	-4
CCN(CC)S(=O)(=O)c1ccc(OC(C)C)c(NC(=O)C2=COCCO2)c1	-1	-6	7	5	-2	-3	-2	-3	2	0
Cc1cc(=O)[nH]c(SCc2ccc(Cl)cc2)n1	1	5	-18	1	-2	-6	-2	-4	-10	3
COc1ccc(NC(=O)CC2Nc3ccccc3NC2=O)c([N+](=O)[O-])c1 (stereo not drawn)	2	2	12	-4	12	-2	-5	2	-10	-1
CC(=O)NC(c1cc(Cl)c2cccnc2c1O)C(C)C (stereo not drawn)	-13	-9	5	6	3	9	0	-15	5	-2
CCC1S/C(=N/C(=O)NC2CCCCC2)NC1=O (stereo not drawn)	3	-4	-1	13	-1	2	6	-10	-20	2
Cc1ccc(S(=O)(=O)N2CCN(C(=O)COC(=O)/C=C/c3cccc([N+](=O)[O-])c3)CC2)c(C)c1	1	5	-11	-1	0	-5	-1	-1	-17	2
CCOP(=O)(OCC)C(NC(=O)Nc1ccc(Cl)c(Cl)c1)C(N)=O (stereo not drawn)	1	-2	4	4	-5	-10	3	2	4	6
CSc1ccc(S(=O)(=O)NCC(=O)OCC(=O)N(C)CC(=O)Nc2ccc(F)cc2)cc1[N+](=O)[O-]	-1	4	4	4	-5	-13	1	-13	-8	-1
O=C(CC1CCCC1)N1CCN(S(=O)(=O)c2cccc(Br)c2)CC1	1	0	-18	-2	0	5	-3	6	6	13
COc1ccc(OCC(O)CNC(=O)Nc2cc(F)ccc2C)cc1 (stereo not drawn)	0	-3	-2	-4	2	7	-2	-6	6	6
COc1cc(C)c(/C=C(\C#N)C(=O)Nc2ccc(C)cc2)cc1C(C)C	0	-3	-1	-6	5	0	0	2	1	9
O=C(c1ccoc1)N1CCC2(CC1)Oc1ccc(F)cc1C(=O)C21CC(c2ccccc2)=NO1 (stereo not drawn)	-1	2	-14	4	-8	3	1	1	-10	4
COCCN(C(=O)CC1OC(=O)c2ccccc21)c1c(N)n(Cc2ccccc2)c(=O)[nH]c1=O (stereo not drawn)	2	-4	0	-9	-5	-1	-2	-7	-11	5
CN(C)c1nc(=S)nc(NCc2ccccc2)[nH]1	-2	7	6	3	3	6	-6	0	1	1
O=C(NCC(c1ccco1)N1CCCC1)c1cn(-c2ccccc2)nc1-c1ccc(F)cc1 (stereo not drawn)	-2	-7	8	-2	-4	-7	-6	-5	-5	3
Cc1ccccc1Nc1nc(N)nc(COC(=O)c2cccc(S(=O)(=O)N(C)c3ccccc3)c2)n1	2	3	-10	15	0	4	3	1	-1	-6
Cc1ccccc1NC(=O)c1ccc2c(O)c(S(=O)(=O)c3ccccc3)c(=O)[nH]c2c1	-5	-3	2	-8	-7	-1	-9	-12	0	9
O=C(NCc1ccccc1OC(F)(F)F)C1CCC(=O)N(Cc2ccccn2)C1 (stereo not drawn)	1	2	-2	-12	2	1	-6	2	0	11
Clc1ccc(Cc2nnc(-c3cccs3)o2)cc1	0	2	-4	-10	0	-2	0	-3	-4	0
O=C(Cn1cnc2sc3c(c2c1=O)CCCC3)NCC(=O)Nc1ccccc1F	-2	6	-1	-7	5	5	-4	-9	2	-4
CN1CCN(CC#CC(C)(O)C2CC3C=CC2C3)CC1 (stereo not drawn)	3	-2	14	0	4	-1	-3	2	-3	4
CC(C)(C)c1cc(N/C=C\c2nnnn2-c2ccc(Br)cc2)no1	-3	-1	7	-3	2	0	-2	-2	-14	-1
Cn1c(=O)c2cc(NC(=O)CCc3ccc(O)cc3)ccc2n1Cc1cccc(C(F)(F)F)c1	-223	-5	-3	i	7	1	-335	-297	10	-5
COc1ccc(C)cc1NC(=O)NNC(=O)C(C)Oc1ccc(F)cc1Cl (stereo not drawn)	3	0	2	10	0	-6	-3	-6	5	4
Cc1nc2sc(C(c3ccc(Cl)cc3)N3CCN(CCO)CC3)c(O)n2n1 (stereo not drawn)	1	-3	-4	-16	0	-2	-3	0	10	10
C(/C=C/C=C/Nc1ccccc1)=Nc1ccccc1	9	0	-1	8	-5	-2	3	1	4	-19
CCc1nnc(NC(=O)CSc2ncnc3scc(-c4ccc(C)cc4)c23)s1	1	0	-14	-3	3	7	-3	3	-11	10
O=C(NCC(c1ccc(F)cc1)N1CCOCC1)c1cccc(Br)c1 (stereo not drawn)	-2	-1	-10	-2	3	2	0	-9	4	-3
CC(NC(=O)C(Cc1ccccc1)=NO)c1ccccc1 (stereo not drawn)	-1	-4	11	-3	2	6	0	7	1	4

Part of the list above in order of count of non-hydrogen atoms, falling.
SMILES	PLCg1 inh	Tn7 DDE FP	ASAP1 GAP inh	ADAM10 inh	SIAE inh	Tn6 DDE FP	ADAM17 inh	PLC-beta3 inh	ARFGAP1 inhibitor	TDP2 inh
COCCN(C(=O)CC1OC(=O)c2ccccc21)c1c(N)n(Cc2ccccc2)c(=O)[nH]c1=O (stereo not drawn)	2	-4	0	-9	-5	-1	-2	-7	-11	5
COc1ccc(C)cc1NC(=O)NNC(=O)C(C)Oc1ccc(F)cc1Cl (stereo not drawn)	3	0	2	10	0	-6	-3	-6	5	4
O=C(CC1CCCC1)N1CCN(S(=O)(=O)c2cccc(Br)c2)CC1	1	0	-18	-2	0	5	-3	6	6	13

(cont.)
SMILES	PLCg1 inh	Tn7 DDE FP	ASAP1 GAP inh	ADAM10 inh	SIAE inh	Tn6 DDE FP	ADAM17 inh	PLC-beta3 inh	ARFGAP1 inhibitor	TDP2 inh
COC(=O)c1ccc(-n2nnnc2SCC(=O)NCc2cccc(C(=O)O)c2)cc1	1	1	2	-5	15	10	-3	-1	7	-9
COc1cc(C2C3C(C)N(C)C(=O)N(C)C3N(C)C(=O)N2C)ccc1O (stereo not drawn)	-4	0	-2	-12	6	5	-4	1	-5	-6
Cc1cc(=O)[nH]c(SCc2nnc(-c3ccccc3)o2)n1	3	7	-17	5	-7	-3	0	2	-9	9
COc1cc(-c2nc3ccccn3c2/N=C/c2ccccc2)ccc1O	-212	-4	8	-74	10	9	-30	-341	-10	0
Cc1nc2[nH]c(=S)[nH]c2c(=O)[nH]1	-5	3	0	-23	13	3	-5	-8	-11	8
O=C(Cn1nnc2ccccc21)NNC(=S)NC1CCCCC1	2	-1	-3	9	-5	0	-3	-5	0	-15
CN(CCc1ccccc1)C(=O)c1ccc(NC(=O)Cc2ccc(NC(=O)C3CCCN(C(=O)CCc4ccccc4)C3)cc2)cc1 (stereo not drawn)	-1	4	2	15	-31	13	7	3	2	0
CCCCCCCCCc1conc1C(=O)CP(=O)(OC)OC	-1	-1	3	5	0	-3	0	1	2	-5
COc1cc(-c2cnc3c(NC=O)cc(-c4ccc(S(C)(=O)=O)cc4)cn23)cc(OC)c1OC	-53	0	-8	-25	-5	0	-2	-72	-7	-3
COc1ccc(NS(=O)(=O)c2cc(NC(=O)C3CC3)ccc2N2CCOCC2)cc1	2	3	11	-2	0	-5	-6	-4	6	9
COc1ccc(CNc2nc3nc(C)cc(C)n3n2)cc1	-5	4	-1	-15	-3	3	-8	-12	-5	-4
CC1CN(C(=O)CCC(=O)NCc2ccc(F)cc2)c2ccccc2S1 (stereo not drawn)	-1	5	-2	-8	6	-1	-2	2	1	4
C#CCOCCOCCOCCNc1nc(N2CCN(C(=O)[C@H]([C@@H](C)O)n3cc(CCCCN)nn3)CC2)nc(N2CCN(C(=O)[C@H](CCCCN)n3cc(CCC(=O)O)nn3)CC2)n1	0	4	-5	6	2	5	2	3	-12	-1
COc1ccc(CN2CCC[C@]3(N[C@H](c4ccc(C(F)(F)F)cc4)[C@@H]4C(=O)N(C)C(=O)[C@@H]43)C2=O)cc1	2	-4	4	-11	15	-12	-5	0	15	5
COC(=O)c1ccc(NC(=O)Nc2ccc3c(c2)nc(C)n3C)cc1	-3	-1	1	0	-3	-2	-1	-8	5	1

6 compounds from above with just ADAM17 inh and PLCg1 inh.
structure | ADAM17 inh | PLCg1 inh
Cc1nc2[nH]c(=S)[nH]c2c(=O)[nH]1 | -5 | -5
O=C(Cn1nnc2ccccc21)NNC(=S)NC1CCCCC1 | -3 | 2
CN(CCc1ccccc1)C(=O)c1ccc(NC(=O)Cc2ccc(NC(=O)C3CCCN(C(=O)CCc4ccccc4)C3)cc2)cc1 (stereo not drawn) | 7 | -1
CCCCCCCCCc1conc1C(=O)CP(=O)(OC)OC | 0 | -1
COc1cc(-c2cnc3c(NC=O)cc(-c4ccc(S(C)(=O)=O)cc4)cn23)cc(OC)c1OC | -2 | -53
COc1ccc(NS(=O)(=O)c2cc(NC(=O)C3CC3)ccc2N2CCOCC2)cc1 | -6 | 2
